# Screening results from PubChem BioAssay.
# E coli growth: reduces bacterial viability in AddAB counter-screen; E. coli V3065 growth, OD600 absorbance, 18 h; inhibition, % at 11.9 µM; hit rate 0.27% among 330,000;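 active = inhibition above the campaign's mean inhibition across all tested compounds plus 3 SD, cut at about 9.9% in these data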;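 note: uninfected addAB+ strain grown without phage in ampicillin broth; 0% = DMSO wells and 100% = ciprofloxacin 0.95 µg/ml wells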
# Pemphigus Ab inh: human desmoglein-3 autoantibody binding inhibition; DSG3-coupled beads, scFv-anti-DSG3-GFP binding, flow cytometry; active compounds read low; hit rate 0.48% among 310,000; AID 588358; binding (percent of control), % at 10 µM; P32926;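 active = binding more than 3 SD below its plate's average and above zero; inconclusive = below that plate limit but binding exactly zero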;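 note: hits lower antibody fragment binding to DSG3; some compounds called inactive have numbers as strong as hits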
# AddAB inh: less growth of phage-infected E. coli with AddAB | E. coli expressing H. pylori AddAB, absorbance growth | inhibition, % at 11.9 µM | hit rate 0.29% among 330,000 | AID 435030; in the data active = inhibition above about 12%;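 note: 0% = vehicle wells of infected cells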
# PfHsp90 set2: inhibits growth of yeast expressing Plasmodium falciparum Hsp90; inhibition, % at 9.4 µM; hit rate 0.32% among 310,000; AID 504621; S. cerevisiae expressing PfHsp90, BacTiter-Glo ATP, 48 h; yeast lacking PDR1 and PDR3 efflux regulators;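 active = every replicate shows inhibition above about 80%, whatever the replicate mean, limit read from the data; inconclusive = mean inhibition reaches the set limit but some replicate falls short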;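 note: 0% = DMSO neutral controls and 100% = 20 µM radicicol positive controls; yeast relying on Plasmodium falciparum Hsp90 in place of its own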
# Tat transport: E. coli Tat transport inhibition; E. coli MC4100 TorA-mCherry Tat export, fluorescence; inhibition, % at 10 µM; hit rate 0.036% among 340,000; AID 488895;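 active = mean replicate inhibition at least 50% and at least half of replicates individually reaching 50%; inconclusive = only one of the two criteria met; inactive = neither criterion met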;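 note: exported cargo escapes ClpAP degradation while cytoplasmic cargo is degraded and loses fluorescence; 0% = median of neutral control wells and 100% = median of NaSCN control wells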
# MOR-DOR ag: agonists of human mu-delta opioid receptor heterodimerization. P35372+P41143. cells, OPRM1-OPRD1 heterodimerization, luminescence. activation, % at 9.3 µM. hit rate 0.3% among 340,000. AID 504326; in the data active = activation above about 18%;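 note: 0% = vehicle-treated cells and 100% = reference agonist; values of inactives mirror those of a sister screen read the other way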
# Target sequence (P35372 whole entry, looked up): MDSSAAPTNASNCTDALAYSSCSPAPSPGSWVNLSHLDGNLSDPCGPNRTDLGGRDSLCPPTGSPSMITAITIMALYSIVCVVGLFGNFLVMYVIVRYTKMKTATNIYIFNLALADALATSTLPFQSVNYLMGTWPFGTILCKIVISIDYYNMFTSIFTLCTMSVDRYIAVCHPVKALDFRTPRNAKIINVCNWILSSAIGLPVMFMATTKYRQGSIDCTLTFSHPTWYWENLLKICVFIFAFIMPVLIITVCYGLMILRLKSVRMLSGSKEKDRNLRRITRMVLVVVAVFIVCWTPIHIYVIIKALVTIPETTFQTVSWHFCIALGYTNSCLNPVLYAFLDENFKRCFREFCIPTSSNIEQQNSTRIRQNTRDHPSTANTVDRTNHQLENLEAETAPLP
# Target sequence (P41143 whole entry, looked up): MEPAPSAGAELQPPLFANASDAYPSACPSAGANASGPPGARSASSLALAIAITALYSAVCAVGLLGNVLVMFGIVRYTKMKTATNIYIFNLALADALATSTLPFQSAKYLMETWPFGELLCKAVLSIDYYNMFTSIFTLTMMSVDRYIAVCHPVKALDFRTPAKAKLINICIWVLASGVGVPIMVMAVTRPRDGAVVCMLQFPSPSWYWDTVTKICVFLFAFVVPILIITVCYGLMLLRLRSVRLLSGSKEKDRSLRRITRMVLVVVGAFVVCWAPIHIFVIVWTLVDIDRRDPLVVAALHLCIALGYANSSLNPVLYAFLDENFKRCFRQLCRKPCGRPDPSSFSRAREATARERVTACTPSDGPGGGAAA
# OPRM1-OPRD1 inv: inverse agonists of human mu-delta opioid receptor heterodimerization; P35372+P41143; cell-based MOR-DOR heterodimer luminescence, inverse agonism; inhibition, % at 9.3 µM; hit rate 0.21% among 340,000; AID 504357; in the data active = inhibition above about 22%, passing the limit was not always enough;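 note: 0% = cells with DMSO and 100% = wells without cells with DMSO; values of inactives mirror those of a sister screen read the other way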
# Arrestin-AP2 inh: inhibitors of human beta-arrestin and AP2 interaction. inhibition, % at 10 µM. hit rate 0.31% among 340,000. FITC-arrestin peptide / GST-AP2 beads, flow cytometry; AP2 beta2 appendage carries R879A mutation;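 active = inhibition above a set limit, near 3 SD of compounds lacking own fluorescence, cut at about 54% in these data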;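 note: plate controls were DMSO wells for no effect and 5 µM unlabelled arrestin peptide for full effect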
#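 Measured by: flow cytometry, FL1 (488/535 nm); Material: AP2 appendage R879A on GSH beads; Evaluation: percent response; Timing: pre-incubation 12 min, peptide binding 1 h, room temperature; Also added: 50 nM FITC-arrestin peptide; Medium: PBS with 0.05% Tween 20 and 0.1% BSA.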
# phage Ecoli inh: E. coli growth loss with phage present | growth absorbance | hit rate 0.26% among 360,000 | inhibition, % at 11.9 µM; in the data active = inhibition above about 11%
# PKA-R1A activ: activators of PKA-R1A complex | PKA-R1A dissociation, Cy5-IP20 fluorescence polarization; scaled: DMSO 0%, 113 µM cGMP 100% | P00514+P68181 | hit rate 0.083% among 340,000 | activation, % at 11.4 µM;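 active = percent activation above the mean of all tested compounds plus 3 SD, cut at about 19% in these data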;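 note: higher means more PKAc released from R1A so a rise in polarization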
# Mot1-301 SUMO: blocks SUMOylation pathway, rescuing yeast Mot1-301 growth. hit rate 1% among 320,000. growth rescue, % at 18.8 µM. AID 2716. S. cerevisiae Mot1-301 growth rescue, ATP luminescence, 38.5C; percent above DMSO median, 100 means doubled;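 active = every valid replicate shows activation above 250% relative to neutral control wells; inactive = the rest, any valid replicate at or below 250%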;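 note: OY570 slx delta 5 strain wells were the positive control but not used for scaling; some compounds called inactive have numbers as strong as hits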
# Starred values were filed as active, the others as inactive; ? = inconclusive; . = not tested or not shown.
# The line under a structure holds: PKA-R1A activ	phage Ecoli inh	OPRM1-OPRD1 inv	E coli growth	AddAB inh	Tat transport	Arrestin-AP2 inh	Mot1-301 SUMO	PfHsp90 set2	Pemphigus Ab inh	MOR-DOR ag
> Cc1ccc(S(=O)(=O)N2CC(O)C[C@H]2C(=O)OCC(=O)Nc2ccc(N3CCOCC3)cc2)cc1C (stereo partly specified)
 : 1	-1.2	2	.	.	-5	-20	.	-27	106	-0.3
> Cc1cc(C)c(S(=O)(=O)N2CCCC2=O)cc1N(C)S(C)(=O)=O
 : -7	1.1	14	.	.	1	3	3	4	99	-2.9
> CC(C)n1cc(CN2CCC(C(=O)Nc3ccc(Oc4ccccc4F)cc3)CC2)cn1
 : -9	4.4	6	-3.3	0.0	-3	-10	22	22	110	-1.2
> CCOC(=O)C1(CCCc2ccccc2)CCN(C(=O)c2cc(C)nn2CC)CC1
 : -11	-0.6	6	-2.9	2.7	6	-11	-13	18	101	-1.1
> O=C(c1ncc[nH]1)c1ccccc1Cl
 : -5	-0.9	10	1.1	-1.4	-5	-3	-1	24	98	-2.1
> O=C(Cn1cccn1)N1CCCC(N2CCN(Cc3ccc4c(c3)OCO4)CC2)C1 (stereo unspecified)
 : -8	-1.2	15	-1.2	4.0	3	20	.	-2	100	-2.8
> COc1ccc(/C=C/C(=O)Nc2c(C)nn(C)c2C)cc1COc1ccc(Br)cc1
 : -6	1.7	-59	-0.6	1.3	3	-8	-15	-22	103	12
> COc1ccc(NC(=O)N2CCN(c3cccc(C(F)(F)F)c3)CC2)cc1
 : -2	3.2	-35	-1.2	2.3	-8	2	104	4	.	5.6
> COc1cc2c(cc1OC)C(c1ccccc1F)OC(=O)C2 (stereo unspecified)
 : 8	4.1	5	-3.4	-0.3	1	-6	6	25	88	-0.9
> O=C(Nc1c(C(=O)C2CC2)oc2ccccc12)c1ccc(Cl)cc1
 : -10	-0.8	14	-0.5	2.5	17	2	-10	17	.	-2.9
> O/N=C/c1ccnc(SCc2ccc(Cl)cc2)n1
 : 2	3.3	-16	0.1	4.5	1	4	4	-4	.	3.2
> CCCCOc1ccc(C2CC(=O)N(C)C2=O)cc1 (stereo unspecified)
 : -2	0.4	-24	0.2	-1.8	?	5	4	5	110	4.5
> CCN(CC)C(=O)CSc1nc2c(sc(=S)n2-c2ccccc2)c(=O)n1-c1ccc(OC)c(OC)c1
 : 2	-0.1	-4	-1.0	0.7	-1	6	-22	10	100	0.9
> Cn1c(=O)[nH]c(=O)c2c1nc(Sc1nc3ccccc3s1)n2Cc1ccccc1
 : -7	1.9	12	0.3	1.0	2	4	-5	-5	102	-2.2
> CCOc1ccccc1Nc1nc2ccccc2n2cnnc12
 : -23	-0.2	21	2.4	0.9	-1	19	-5	-20	93	-4.0

# The line under a structure holds: PKA-R1A activ	phage Ecoli inh	OPRM1-OPRD1 inv	E coli growth	AddAB inh	Tat transport	Arrestin-AP2 inh	Mot1-301 SUMO	PfHsp90 set2	Pemphigus Ab inh	MOR-DOR ag
> CCc1ccc(CN(C)Cc2nc(COc3ccccc3)no2)nc1
 : -5	-2.4	3	-3.6	-5.6	1	4	-8	4	89	-0.7
> Cc1ccc(S(=O)(=O)Cc2ccc(C(=O)NCc3cccs3)o2)cc1
 : 3	2.2	2	2.7	1.9	0	-7	-5	12	101	-0.3
> O=C(Oc1cccc2cccnc12)c1cccc([N+](=O)[O-])c1
 : -9	1.1	7	-0.4	0.7	-6	8	-12	11	104	-1.4
> COc1ccc(C2NC(=O)NC(C)=C2C(=O)OC2CCCC(C)C2)cc1 (stereo unspecified)
 : -1	-1.5	-6	-0.9	1.8	16	13	-13	-9	107	1.3
> Cc1ccc(C)c(N2CCN(S(=O)(=O)c3ccc(-c4cc(C)no4)s3)CC2)c1
 : 0	0.4	5	0.2	3.5	10	-9	-8	14	97	-0.9
> Cn1c(O)c(N=NC(=O)c2cc(-c3cccs3)nc3ccccc23)c2ccccc21
 : -4	1.3	10	-0.8	-1.5	2	0	-9	7	92	-1.8

# Compounds from the list above with an aryl methoxy group:
# The line under a structure holds: PKA-R1A activ	phage Ecoli inh	OPRM1-OPRD1 inv	E coli growth	AddAB inh	Tat transport	Arrestin-AP2 inh	Mot1-301 SUMO	PfHsp90 set2	Pemphigus Ab inh	MOR-DOR ag
> COc1ccc(/C=C/C(=O)Nc2c(C)nn(C)c2C)cc1COc1ccc(Br)cc1
 : -6	1.7	-59	-0.6	1.3	3	-8	-15	-22	103	12
> COc1ccc(NC(=O)N2CCN(c3cccc(C(F)(F)F)c3)CC2)cc1
 : -2	3.2	-35	-1.2	2.3	-8	2	104	4	.	5.6
> COc1cc2c(cc1OC)C(c1ccccc1F)OC(=O)C2 (stereo unspecified)
 : 8	4.1	5	-3.4	-0.3	1	-6	6	25	88	-0.9
> CCN(CC)C(=O)CSc1nc2c(sc(=S)n2-c2ccccc2)c(=O)n1-c1ccc(OC)c(OC)c1
 : 2	-0.1	-4	-1.0	0.7	-1	6	-22	10	100	0.9
> COc1ccc(C2NC(=O)NC(C)=C2C(=O)OC2CCCC(C)C2)cc1 (stereo unspecified)
 : -1	-1.5	-6	-0.9	1.8	16	13	-13	-9	107	1.3
